hIAP inh – human IAP inhibitors, primary screen, biochemical, luminescence, uHTS; Intestinal-type alkaline phosphatase (Homo sapiens), P09923; purified IAP, CDP-Star luminescence, 30 min; inhibition, % at 10 µM; hit rate 0.12% among 330,000; AID 2544, 2010;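 active means inhibition reaching a set limit with compound at 10 µM in the primary screen, cut at about 35% in these data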;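 further: plate controls were DMSO wells with enzyme for no effect and no-enzyme buffer wells for full effect; values of inactives mirror those of a sister screen read the other way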
APOBEC3A inh – APOBEC3A ssDNA deaminase inhibitors, primary screen, selectivity assay for APOBEC3G inhibitor project, biochemical, FAM/TAMRA oligo cleavage fluorescence | recombinant A3A, FAM/TAMRA ssDNA deamination fluorescence | inhibition, % at 20 µM | DNA dC->dU-editing enzyme APOBEC-3A (Homo sapiens), P31941 | hit rate 0.41% among 330,000;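 active means at least 40% inhibition at 20 µM here, with at most 30% in a related deaminase screen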;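 further: plate controls were A3A with DMSO for no effect and wells lacking A3A enzyme for full effect; some results filed as inactive read as strong as hits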
Target sequence (P31941 whole entry, looked up): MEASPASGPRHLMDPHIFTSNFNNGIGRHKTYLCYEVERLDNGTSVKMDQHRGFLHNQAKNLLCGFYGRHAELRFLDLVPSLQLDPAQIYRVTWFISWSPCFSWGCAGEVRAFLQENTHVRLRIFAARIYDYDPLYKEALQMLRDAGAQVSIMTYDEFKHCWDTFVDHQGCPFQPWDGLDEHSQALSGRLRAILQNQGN
NLRP3 yeast inh – NALP3 inflammasome inhibitors in reconstituted yeast, primary screen, luminescence, uHTS | hit rate 0.39% among 330,000 | Yeast reconstituted NLRP3/ASC/caspase-1, beta-gal luminescence, 24 h | inhibition, % at 10 µM | AID 2825, 2010;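 active means inhibition of 50% or more; inactive means inhibition below 50%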;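 further: plate controls were induced DMSO wells for no effect and uninduced yeast grown without galactose for full effect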
tim10-1 inh – growth inhibitors of tim10-1 mutant yeast, primary screen, luminescence, uHTS; AID 463190, 2010; hit rate 2.2% among 330,000; inhibition, % at 20 µM; S. cerevisiae tim10-1 ts strain growth, BacTiter-Glo, 24 h;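 active means inhibition of at least 40%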;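 further: mutant grown at 25 °C; 0% = DMSO wells with yeast and 100% = wells holding no yeast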
beta cell repl – inducers of MIN6 beta-cell proliferation, primary screen, ATP luminescence, uHTS | MIN6 cells proliferation, ATPlite luminescence, 48 h; cells starved in 0.2% serum; 100% = growth in 10% serum | proliferation, % at 10 µM | hit rate 0.29% among 330,000 | AID 2380, 2010;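 active means compounds whose signal lies at least 3.5 SD above the mean of all wells on their plate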;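 further: 0% = DMSO-treated cells in low-serum medium and 100% = 10% serum control; some compounds called inactive have numbers as strong as hits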
TIM10 inh – growth inhibitors of isogenic TIM10 control yeast, primary screen, counter-screen for tim10-1 yeast inhibitor project, luminescence, uHTS. S. cerevisiae TIM10 strain growth, BacTiter-Glo luminescence, 24 h. inhibition, % at 10 µM. hit rate 1.4% among 330,000;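 active means inhibition of 40% or more at the single tested concentration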;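 further: wild-type TIM10 isogenic control strain grown at permissive 25 °C; 0% = DMSO yeast wells and 100% = minimal medium wells without yeast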
mIAP act – activators of mouse IAP, primary screen, biochemical, luminescence, uHTS; muIAP, CDP-Star luminescence, 30 min; hits give high values; 1 = vehicle-only enzyme signal, 0 = enzyme-free wells; activation factor at 10 µM; intestinal alkaline phosphatase [Mus musculus]; hit rate 0.24% among 330,000;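 active means activation factor of at least 2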; further: the source names both 10 and 20 µM as test concentration; values of inactives mirror those of a sister screen read the other way
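Assay system: mouse IAP enzyme / Compound: DMSO-dissolved test compounds / Timing: 30 min, room temperature / Measured by: luminescence from enzymatic CDP-Star hydrolysis / Control set: DMSO-only wells, enzyme-free buffer wells as negative control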
A3G deaminase – APOBEC3G DNA deaminase inhibitors, primary screen, biochemical, fluorescence, single-stranded DNA substrate, uHTS | inhibition, % at 20 µM | recombinant A3G, ssDNA deamination FAM/TAMRA fluorescence | hit rate 0.28% among 330,000;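 active means inhibition of at least 40% at 20 µM, with no more than 30% in the related APOBEC3A deaminase screen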;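 further: plate controls were DMSO wells with A3G for no effect and wells lacking A3G enzyme for full effect; some compounds called inactive have numbers as strong as hits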
Target sequence (Q9HC16 whole entry, looked up): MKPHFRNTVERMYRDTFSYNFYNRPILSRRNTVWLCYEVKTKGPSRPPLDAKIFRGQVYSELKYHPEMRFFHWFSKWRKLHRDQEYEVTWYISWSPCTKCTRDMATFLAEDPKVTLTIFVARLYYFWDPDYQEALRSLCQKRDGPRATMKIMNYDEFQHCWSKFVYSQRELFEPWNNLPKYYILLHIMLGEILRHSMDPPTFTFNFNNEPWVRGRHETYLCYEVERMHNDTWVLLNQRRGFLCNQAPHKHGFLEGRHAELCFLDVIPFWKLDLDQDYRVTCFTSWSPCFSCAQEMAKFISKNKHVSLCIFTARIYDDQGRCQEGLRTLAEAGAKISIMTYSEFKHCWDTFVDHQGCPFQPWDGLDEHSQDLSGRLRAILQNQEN
mIAP inh – inhibitors of mouse IAP, primary screen, biochemical, luminescence, uHTS | intestinal alkaline phosphatase [Mus musculus] | purified mouse IAP, CDP-Star luminescence, 30 min | inhibition, % at 10 µM | hit rate 0.2% among 330,000;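 active means inhibition of at least 40% at 10 µM in the primary screen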;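 further: plate controls were DMSO with enzyme for no effect and no enzyme wells for full effect; values of inactives mirror those of a sister screen read the other way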
The depositor's hits bear a star.

Values in the order: mIAP inh	NLRP3 yeast inh	tim10-1 inh	TIM10 inh	beta cell repl	hIAP inh	APOBEC3A inh	A3G deaminase	mIAP act
1) Cc1ccccc1CS(=O)(=O)c1ccc(C(=O)N2CCOCC2)cc1[N+](=O)[O-]
    0	4	18	1	7	3	-4	-7	1
2) CC(Sc1nc(N)cc(=O)[nH]1)C(=O)Nc1cccc(Cl)c1 (stereo not given)
    6	18	-2	-13	-2	-13	-3	-4	0.94
3) CCCCC(c1nnnn1C1CCCC1)N1CCN(C2CCCC2)CC1 (stereo not given)
    -3	-4	-12	-10	-2	6	2	-6	1
4) CCC1NC(=O)c2cc(S(N)(=O)=O)c(Cl)cc2N1 (stereo not given)
    -8	9	19	2	-3	-17	-1	-3	1.1
5) COC(=O)c1ccc(NC(=O)CSCc2ccccc2C)cc1
    -4	20	26	35	2	12	6	5	1
6) O=C(CCc1nc(-c2ccccc2)no1)NCc1ccccc1CN1CCOCC1
    -14	1	10	-2	-4	-2	-2	-6	1.1
7) O=C1C(=O)N(CCN2CCOCC2)C(c2ccccc2)/C1=C(\O)c1ccc2c(c1)OCCO2 (stereo not given)
    0	1	-9	-16	-2	-17	-3	-9	1
8) COC(=O)c1ccc(OCC(O)CN(CC(C)C)CC(C)C)cc1 (stereo not given)
    -13	10	16	-4	0	-7	4	4	1.1
9) COc1ccc(OC)c2sc(N(CCN(C)C)C(=O)/C=C/c3cccs3)nc12
    -6	28	21	26	-8	-32	-6	-4	1.1
10) COC(=O)C1=C(C)N(CCc2c[nH]c3ccc(OC)cc23)C(=O)C1
    5	-8	9	-3	-1	-1	-1	-5	0.95
11) CCOc1ccc2nc(N(CCCN(C)C)C(=O)c3ccc4c(c3)CCCC4)sc2c1
    4	28	23	7	-7	-20	-3	-7	0.95
12) O=C(CSc1ncn(-c2ccccc2)n1)Nc1ccc2c(c1)OCCO2
    -7	24	20	-3	-5	-4	-6	-6	1.1
13) O=C(NCC1CC1)Nc1cccc(Cl)c1
    -20	15	-5	4	1	9	0	-7	1.2
14) NC(=O)C1(N2CCCCC2)CCN(C(=S)Nc2cccc(Cl)c2)CC1
    -2	12	11	5	-1	-20	-4	-4	1
15) O=C1CCC([N+](=O)[O-])C(c2cccc(Br)c2)N1 (stereo not given)
    -1	9	1	8	-2	-2	-1	-1	1
16) Brc1ccc(C=Nc2ccc3c(c2)OCCOCCOCCO3)s1
    -11	-2	-7	-4	0	0	-5	-9	1.1
17) COc1ccc(NC(=O)CN2CCN(CC(=O)Nc3ccccc3F)CC2)c(OC)c1
    6	20	13	-6	-1	-11	-3	-5	0.94
18) Cc1csc(CN(C)C(=O)CC2C(=O)NCCN2Cc2ccc(F)c(F)c2)n1 (stereo not given)
    8	15	-1	-7	1	-31	-2	-10	0.92
19) CCN(CC)CCN(CC)Cc1ccccc1Br
    -2	27	-12	-10	-2	-5	-6	-8	1
20) C/C(=N\NC(=O)C(=O)Nc1cc(C)ccc1C)c1ccncc1
    6	14	-5	10	-1	1	-3	-5	0.94

The final 4 compounds of the section above are carried over, then new ones follow:
Values in the order: mIAP inh	NLRP3 yeast inh	tim10-1 inh	TIM10 inh	beta cell repl	hIAP inh	APOBEC3A inh	A3G deaminase	mIAP act
17) COc1ccc(NC(=O)CN2CCN(CC(=O)Nc3ccccc3F)CC2)c(OC)c1
    6	20	13	-6	-1	-11	-3	-5	0.94
18) Cc1csc(CN(C)C(=O)CC2C(=O)NCCN2Cc2ccc(F)c(F)c2)n1 (stereo not given)
    8	15	-1	-7	1	-31	-2	-10	0.92
19) CCN(CC)CCN(CC)Cc1ccccc1Br
    -2	27	-12	-10	-2	-5	-6	-8	1
20) C/C(=N\NC(=O)C(=O)Nc1cc(C)ccc1C)c1ccncc1
    6	14	-5	10	-1	1	-3	-5	0.94
21) COC(=O)c1c(NC(=O)c2ccn(C)n2)sc2c1CCC2
    5	13	3	2	6	-30	-3	-4	0.95
22) C=CCNC(=O)CCCCC(=O)NCC=C
    -1	0	8	15	2	2	-2	-5	1
23) CC(C)(C)N1CC(C(=O)Nc2ccc(S(N)(=O)=O)cc2)CC1=O (stereo not given)
    0	19	10	7	1	-11	-2	6	1
24) CCOc1ccc(Nc2oc(Cc3ccccc3)nc2C#N)cc1
    -2	21	5	-1	-2	-1	3	-1	1
25) COc1cc2oc3ccccc3c(=O)c2cc1OC
    -2	62*	43*	7	5	5	3	0	1
26) CC(=O)N1c2ccc(S(=O)(=O)NCC3CCC(C(=O)NCc4ccco4)CC3)cc2CC1C (stereo not given)
    9	-6	15	6	-2	-7	-4	-4	0.91
27) Cc1ccc(-c2n[nH]c(=S)n2/N=C/C=C/c2ccccc2[N+](=O)[O-])cc1
    10	25	36	27	1	-1	2	2	0.9
28) COc1cccc(NC(=S)N(CCc2c(C)[nH]c3ccc(C)cc23)Cc2cccs2)c1
    -1	10	6	22	-6	12	-2	-11	1
29) CCOC(=O)Cn1nc2sc3ccccc3n2c(=O)c1=O
    4	7	6	14	-1	-10	-1	-6	0.96
30) CC(C)C(=O)Nc1ccc(-c2nnc(-c3ccccc3)o2)cc1
    5	31	9	23	1	11	-4	-8	0.95
31) Cc1ccc(Sc2ncccc2C(=O)O)cc1C
    3	12	10	3	2	5	6	1	0.97
32) Cn1cc(C(=O)NCC(=O)Nc2ccccc2Br)cn1
    -7	-2	-11	0	-1	4	-4	-7	1.1
33) Cc1ccccc1CNC(=O)C1CCCN(c2cnccn2)C1 (stereo not given)
    10	-12	9	-4	1	1	-4	-2	0.91
34) O=C1CSC(c2ccccc2)N1Cc1ccccc1 (stereo not given)
    4	2	-11	3	1	-5	-2	-3	0.96
35) COc1ccc(S(=O)(=O)N2CCCC(C(=O)NCCCn3ccnc3)C2)cc1OC (stereo not given)
    2	2	-9	12	0	7	0	-5	0.98
36) CCOC(=O)c1ccc(NC(=O)CC2S/C(=N/N=C3/NC(=O)CS3)NC2=O)cc1 (stereo not given)
    2	7	9	13	0	-3	1	-5	0.98
37) COc1ccccc1NS(=O)(=O)c1ccc(-c2cnc(C3CC3)o2)cc1
    6	18	31	-11	-4	-4	2	-2	0.94
38) O=C(Oc1ccc(Cl)cc1)N1CCOCC1
    -7	14	-2	-4	-1	-12	-8	-5	1.1
39) COc1ccc(NC(=O)C(Sc2ccccc2)c2ccccc2)c(OC)c1 (stereo not given)
    0	11	2	-1	-4	-8	2	0	1
40) COc1ccc(CCNC(=O)CSc2nc3ncccc3[nH]2)c(OC)c1
    21	8	17	-11	3	-22	-5	-9	0.79
41) CCN(CC)S(=O)(=O)c1ccc(N2CCCC2)c(NC(=O)c2ccccc2OC)c1
    6	5	20	5	-1	-2	6	1	0.94
42) N#C/C(=C(/O)CSc1ccccc1C(=O)O)c1nc2ccccc2s1
    8	11	6	1	-2	-2	1	-1	0.92
43) CCOC(=O)C(C)/C(C)=N/NC(N)=S (stereo not given)
    15	16	12	-16	0	-3	2	-3	0.85
44) O=C(NCc1ccccc1CN1CCCC1)c1ccc(Cl)c(S(=O)(=O)N2CCCC2)c1
    -3	3	0	5	-1	-2	-3	-8	1
45) CC(=O)Nc1nc(-c2ccccc2)nc(-c2ccccc2OC(C)=O)n1
    15	12	48*	29	-2	5	-2	-3	0.85
46) O=C(Cn1[nH]c(=O)c2ccccc2c1=O)Nc1cccnc1
    13	0	1	-6	2	8	0	-3	0.87
47) CN(C)c1ccc(C2N(c3ccc(F)cc3)C(=O)C3CCCN32)cc1 (stereo not given)
    -4	8	-9	12	0	0	2	-8	1
48) Cc1cc(C)c2nc(SCC(=O)N(C)C3CCS(=O)(=O)C3)cc(C)c2c1 (stereo not given)
    -3	-12	31	24	1	-2	3	-1	1
49) Cc1cc(C)cc(NC(=O)CSc2ccc(-c3cccs3)nn2)c1
    5	21	28	24	0	-5	-2	-4	0.95
50) COC(=O)c1[nH]c2ccccc2c1NC(=O)CNC1CCCCC1
    4	-1	15	9	3	53*	0	-4	0.96
51) CCN(CC)CCCN1C(=O)CSC1c1ccc([N+](=O)[O-])cc1 (stereo not given)
    0	8	8	3	-3	-12	3	2	1
52) Cc1ccc(C(C(=O)NC2CCCCC2)N2CCN(C(=O)c3ccco3)CC2)cc1 (stereo not given)
    -6	9	20	14	1	-13	-3	-4	1.1
53) Cc1cccc(NS(=O)(=O)c2cc3c4c(c2)CCC(=O)N4CCC3)c1
    -9	16	-5	2	-4	-11	-3	-14	1.1
54) CC(Sc1nnc(N)s1)C(=O)c1c(N)n(C)c(=O)n(C)c1=O (stereo not given)
    2	8	7	-2	-4	-2	-1	-11	0.98
55) OCCNc1nc2ccccc2n1CC(O)c1ccccc1 (stereo not given)
    -11	20	1	9	-3	-9	0	-6	1.1
56) Cc1ccccc1NC(=O)NC1(C(=O)NCC2CCCO2)CCCCC1 (stereo not given)
    0	4	6	1	0	1	2	-1	1
57) O=S(=O)(Nc1nc(SCc2ccc(Cl)cc2)n[nH]1)c1ccc(F)cc1
    8	14	14	9	-2	-3	5	0	0.92
58) Cc1ccc(C(=O)NNC(=O)c2ccncc2)cc1C
    0	7	-1	-11	-2	14	-4	-9	1
59) CC(C)CCN1CCN(C/C=C/c2ccco2)CC1CCO (stereo not given)
    10	-3	0	-16	0	1	-3	-6	0.9
60) O=C(Nc1cccc2ccccc12)NC1CCS(=O)(=O)C1 (stereo not given)
    1	23	11	10	-1	-15	-2	-5	0.99
61) O=C1Nc2ccc(Br)cc2C12OCCO2
    4	12	10	19	-1	-18	-3	-5	0.96
62) Cc1ccc(C(=O)N2CCC(n3nccc3NC(=O)Nc3cccc(F)c3)CC2)cn1
    -3	-4	11	3	-1	0	-10	-8	1
63) CC(C)N(Cc1ccccc1)C(=O)C1CCN(c2ncnc3c2nc2n3CCCCC2)CC1
    -4	11	31	26	11	-2	-4	-5	1
64) COCCn1cc(C(=O)NCCCOC(C)C)c2c3ccccc3n(C)c2c1=O
    1	7	6	4	0	15	1	-5	0.99
65) COC(=O)/C=C1\C(=O)N(c2nc3ccccc3s2)C(=S)N1c1ccc(F)cc1
    12	0	28	5	-3	-5	-7	-8	0.89
66) Cc1ccc(C)c(CS(=O)(=O)c2cn(CC(=O)N3CCCCC3)c3ccccc23)c1
    5	5	19	18	0	22	4	6	0.95
67) Cc1cc(C)cc(NC(=O)Cn2nnc(C(=O)NCc3ccc4c(c3)OCO4)c2N)c1
    -1	12	-21	-16	-2	-18	8	3	1
68) COc1ccc(CCCNC(=O)C2CCC(=O)N(CC3CCCCC3)C2)cc1 (stereo not given)
    -1	-11	17	14	-4	-15	0	2	1
69) C=CCN1C(=O)C2C(C(=O)NC3CCCCC3)C3C=CC2(O3)C1C(=O)NC1CCCC1 (stereo not given)
    -4	2	8	-2	3	26	-3	-6	1
70) CCCC(=O)Nc1nnc(SCC(=O)NCc2ccco2)s1
    5	-1	7	1	-3	10	2	-6	0.95
